# K1F lysis inhibition: inhibition of K1F phage lysis, E. coli UTI89, bacterial capsule biogenesis inhibitors, alamar blue (AID 488966); E. coli UTI89 K1F phage lysis, alamar blue, 2 h; higher % means a stronger effect; inhibition, % at 100 µM, or IC50 in µM where a hit was titrated; hit rate 0.02% among 340,000;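 active = phage lysis inhibition, versus mean bacterial control, above a set limit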;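 note: capsule biogenesis inhibitors block K1F phage lysis so surviving cells raise fluorescence; higher fluorescence means more inhibition of phage lysis; actives were called in the ten point dose series up to 300 µM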
# CSM14.1 death rescue: rescue of cells from ER stress-induced death, primary screen, 384-well, CSM14.1, thapsigargin, ATP luminescence (AID 1222). cellular ATP content (survival), % at 20 µM, or EC50 in µM where a hit was titrated. 190,000 tested, under 10 active. CSM14.1 thapsigargin-induced death rescue, ATP luminescence; higher % means a stronger effect;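 active = EC50 below 50 µM in the dose-response confirmation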;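 note: death triggered by thapsigargin at about 15 µM added after 2 h compound pretreatment; cell ATP read after overnight thapsigargin exposure of roughly 18 to 22 hours; normalized against plate controls of thapsigargin alone and 5% DMSO vehicle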
# Autophagy HCS: autophagy modulators in MEF cells, primary screen, imaging, high-content, MEF GFP-LC3; MEF GFP-LC3 puncta imaging; test concentration mostly 10 µM; calls only at 10 µM (by protocol); hit rate 0.98% among 190,000;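 active = percentage of spot-positive cells more than 3 SD above its plate mean, without a fluorescence outlier flag or 80% toxicity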;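 note: spot-positive cell cutoff set from DMSO-treated cells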
# P. falciparum M17LAP: P. falciparum M17LAP inhibitors, primary screen, biochemical, fluorogenic H-Leu-NHMec substrate, 1536-well (AID 1619) | Leucine aminopeptidase (Plasmodium falciparum (isolate 3D7)) | recombinant M17LAP, H-Leu-NHMec fluorogenic kinetic assay; higher % means a stronger effect | inhibition, % at 30 µM; hits with a dose series show IC50 in µM | hit rate 0.38% among 220,000;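 active = compound inhibiting the enzyme by more than half at any dose during confirmatory dose-response retesting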;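 note: plate controls were full reaction with DMSO carrier for no effect and no enzyme background for full effect; strong numbers were not always called active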
# Dynein transport: inhibitors of GR-EGFP nuclear translocation, primary screen, dynein cargo transport inhibitor project, imaging, high-content, 3617.4 mouse cells. test concentration mostly 20 µM; stimulated with dexamethasone, 1 µM; active compounds read low. z-score, hits read low. hit rate 0.47% among 220,000;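 active = plate z-score of nuclear minus cytoplasmic receptor signal below a set negative limit, without overly bright fluorescence or cell loss, cut at about -3.5 in these data, passing the limit was not always enough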;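 note: z-score of nuclear minus cytoplasmic ring GR-EGFP intensity difference per well; some compounds called inactive have numbers as strong as hits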
#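 Also added: dexamethasone, 1.0 µM final. Medium: tet-free, stripped-serum medium. Detection: fixed, Hoechst-stained cells imaged at 10x for EGFP. Read-out: nuclear-to-cytoplasmic GR-EGFP distribution per well. Times: induction 48 h, compound 1 h, agonist 30 min.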
# P. falciparum M1AAP: P. falciparum M1AAP inhibitors, biochemical, fluorogenic H-Leu-NHMec substrate, 1536-well (AID 1445) | recombinant M1AAP, H-Leu-NHMec fluorogenic kinetic assay; higher % means a stronger effect | inhibition, % at 30 µM; hits with a dose series show IC50 in µM | hit rate 0.42% among 220,000;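 active = primary inhibition above the hit cutoff, then over 50% inhibition at one or more dose response concentrations, cut at about 23% in these data, passing the limit was not always enough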;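 note: plate controls were DMSO full reaction for no effect and no enzyme background for full effect; strong numbers were not always called active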
# b-catenin transl: modulators of beta-catenin nuclear translocation, primary screen, imaging, HeLa cells, immunofluorescence, high-content | nuclear translocation activity, % at 5 µM | hit rate 0.3% among 190,000;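 active = nuclear translocation activity above 50% at 5 µM, with a well cell count of 50 or more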;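 note: per-cell ratio of nuclear to cytoplasmic median beta-catenin stain intensity; plate controls were DMSO negative control for no effect and GSK-3 inhibitor IX positive control for full effect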
#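 Test system: human HeLa cells, native beta-catenin. Compound dosing: 5 µM primary single dose, 0.1% DMSO, 0.02–20 µM confirmation series. Incubation: compound exposure 24 h at 37°C. Detection: beta-catenin immunostaining with DAPI counterstain, 20x imaging, 6 fields/well. Read-out basis: Nuclear/cytoplasmic beta-catenin signal ratio, % activation.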
# MT stabilizer: microtubule stabilizers in HeLa cells, primary screen, imaging, high-content imaging; HeLa tubulin immunostaining HCS, 24 h; share of cells brighter than vehicle mean+2SD; % tubulin-high responders, % at 10 µM; hit rate 0.83% among 200,000;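 active = plate Z-score above 3 for both tubulin-high and condensed-nucleus cell shares, with cell loss under 80%, at 10 µM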;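 note: anti alpha tubulin signal scored within the nucleus-defined area of each cell; some results filed as inactive read as strong as hits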
# Insulin prom up: insulin promoter activators in MIN6 cells, imaging, high-content screening, mouse beta cells | AID 1625, 2009 | MIN6 insulin promoter-GFP reporter; active compounds read high | hit rate 0.3% among 190,000 | z-score at 5 µM;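 active = z-score above 3 at 5 µM with at least 500 cells counted in the well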
# Dynein transport cytoplasmic EGFP: further read-out of Dynein transport, marked with its call; z-score; measured here: cytoplasmic GR-EGFP intensity; active compounds read high
# Dynein transport nuclear GR-EGFP: second read-out of Dynein transport, no call of its own (marks repeat the call); z-score; measured here: nuclear GR-EGFP intensity;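 lower value marks the stronger effect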
# Dynein transport cell count: further read-out of Dynein transport, marked with its call; z-score; measured here: cell count per field
# Insulin prom up cell count: second read-out of Insulin prom up, no call of its own (marks repeat the call); cell count; measured here: cytotoxicity, nuclei count;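 total cells summed across four imaged fields per well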
# b-catenin transl cell count 5 µM: recorded beside b-catenin transl, whose call it bears; cell count; measured here: cell count, cytotoxicity flag
# MT stabilizer Hoechst-high %: further read-out of MT stabilizer, marked with its call; % Hoechst-high responders; measured here: nuclear condensation Hoechst responders;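 share of cells brighter than vehicle mean plus two SD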
# MT stabilizer cytotoxicity %: second read-out of MT stabilizer, no call of its own (marks repeat the call); toxicity, %; measured here: cytotoxicity by cell density;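 0% = mean cell density of plate MIN control wells and 100% = no cells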
# Autophagy HCS cell loss 18 h: recorded beside Autophagy HCS, whose call it bears; toxicity, %; measured here: cell loss, nuclei count;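 cell loss after 18 h compound exposure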
# * marks the source's active call; other numbers are inactive results; i = inactive; · = not tested or not shown. Rows were taken by chance (roughly 2.9% active in at least one column).
SMILES,K1F lysis inhibition,CSM14.1 death rescue,Autophagy HCS,Autophagy HCS cell loss 18 h,P. falciparum M17LAP,Dynein transport,Dynein transport cytoplasmic EGFP,Dynein transport nuclear GR-EGFP,Dynein transport cell count,P. falciparum M1AAP,b-catenin transl,b-catenin transl cell count 5 µM,MT stabilizer,MT stabilizer Hoechst-high %,MT stabilizer cytotoxicity %,Insulin prom up,Insulin prom up cell count
C#CCOCCOCCOCCNc1nc(N2CCN(C(=O)Cn3cc(CCCN=C(N)N)nn3)CC2)nc(N2CCN(C(=O)[C@H]([C@@H](C)CC)n3cc(CCC(=O)O)nn3)CC2)n1,-0.9%,-0.2%,i,-12.1,0.4%,-0.376,-0.17,0.318,0.136,5.2%,·,·,2.2,2.0,6.2,0.96,1263
CC1(C)OC(=O)C(=CSc2ccc(C(C)(C)C)cc2)C(=O)O1,1.6%,1.5%,i,1.9,4.7%,-0.19,-0.271,0.624,-0.395,-1.7%,-0.9,1091,2.2,4.2,7.3,-0.82,1510
C=CCc1cccc2cc(C(=O)OCC)c(=O)oc12,3.9%,1.9%,i,2.6,4.5%,-0.427,-0.242,0.301,0.826,9.9%,1.3,544,2.6,2.0,7.6,0.99,1371
COCCNc1oc(/C=C/c2ccccc2)nc1C#N,1.0%,·,·,·,i,-0.103,-0.228,0.324,-0.158,36.7µM*,-0.4,1322,·,·,·,·,·
CCC(CC)C(=O)NCc1ccc(OC)cc1,0.4%,-0.3%,i,13.5,10.4%,2.34,0.124,1.44,-1.37,4.0%,-3.8,1139,3.6,1.3,7.5,1.1,1617
COc1ccc(OC)c2sc(NC(=O)c3ccc(S(=O)(=O)N4CCOCC4)cc3)nc12,-1.7%,-2.5%,i,7.3,-3.8%,0.285,-0.138,0.234,-0.527,-1.7%,0.3,988,2.9,3.0,5.1,-1.5,937
O=C(Nc1cccc([N+](=O)[O-])c1)c1cc2ccccc2cc1O,0.3%,·,·,·,22.6%,-0.516,-0.263,-0.297,0.434,11.3%,1.1,894,·,·,·,-5.69,858
Cc1ccc2occ(C3N[C@H](C(=O)O)CS3)c(=O)c2c1 (stereo partly specified),-0.2%,-1.3%,i,0.5,-0.8%,-0.584,-0.183,-0.234,0.892,11.0%,-0.6,1370,2.8,1.6,12.1,-0.31,1722
COc1ccc(CCn2c(-c3ccc(C(C)(C)C)cc3)n[nH]c2=S)cc1OC,-0.2%,-0.7%,i,20.9,2.8%,0.411,-0.314,0.191,0.182,-0.2%,-7.4,1117,3.1,2.1,5.0,1.04,1547
O=c1[nH]c(/C(Cl)=C/c2cccc(F)c2)nc2cc(C(F)(F)F)ccc12,0.3%,-1.2%,i,13.4,-4.0%,-0.127,-0.351,-0.614,-0.00933,2.9%,-1.7,984,4.3,4.1,5.4,-4.9,845
c1ccc2c(N3CCCCC3)nnc(N3CCCCC3)c2c1,·,5.4%,i,-3.1,0.9%,1.44,0.326,1.39,-0.137,10.2%,2.7,999,1.6,1.1,10.0,0.64,813
CNC(=O)COC(=O)c1ccccc1Nc1ccccc1,0.2%,-0.8%,i,34.3,2.3%,0.498,-0.331,0.491,-0.603,-0.6%,-5.7,1098,4.8,3.2,6.8,0.1,1188
O=S(=O)(c1ccc(Oc2ccccc2)cc1)N1CCOCC1,-1.3%,-1.7%,i,5.6,-11.4%,0.749,-0.235,-0.404,-0.252,-13.3%,0.5,1012,3.6,2.1,8.1,-0.22,1251
CCC1(C(=O)O)NC(c2cccc(OC)c2O)C2C(=O)N(c3ccccc3)C(=O)C21 (stereo unspecified),1.6%,·,i,-5.7,12.0%,-0.805,-0.088,-0.197,0.267,0.3%,-0.5,1113,2.6,1.3,9.8,·,·
Cc1ccc(Cl)cc1NC(=O)N[C@@H](C)C(=O)O,-0.2%,1.3%,i,-33.8,-5.7%,-0.109,-0.183,0.342,-0.424,9.3%,-1.8,1020,2.2,1.1,0.0,-0.81,1470
CC(=O)c1cc(CC=C(C)C)c(O)cc1O,-0.7%,-1.2%,i,0.5,13.3%,0.723,-0.204,0.605,0.875,10.4%,-1.5,1348,2.4,1.6,2.2,0.08,1410
O=C(Cn1c(=O)oc2cc(S(=O)(=O)N3CCCCC3)ccc21)N1CCc2ccccc2C1,-1.1%,0.1%,i,19.0,5.2%,-0.151,-0.166,-0.0599,-0.41,8.6%,·,·,1.8,2.9,4.6,-0.51,1010
Cc1nc(N2CCCCC2)sc1C(=O)c1ccc(SCCO)c([N+](=O)[O-])c1,3.2%,-6.4%,i,-51.3,-2.9%,-0.474,-0.265,-0.112,-0.117,6.9%,-1.1,1155,2.4,2.6,3.9,-1.02,1193
COc1ccc2nc(-c3ccco3)c(-c3ccco3)nc2c1,0.1%,-2.9%,i,-5.0,16.5%,2.27,0.0498,1.5,-0.116,16.5%,·,·,2.3,1.4,10.6,·,·
Cc1cc(C(=O)N2CCC(Cc3ccccc3)CC2)ccc1[N+](=O)[O-],0.1%,-0.9%,i,-17.4,4.1%,-0.112,-0.211,-0.343,-0.199,-4.4%,0.0,1342,2.8,0.9,7.8,0.77,1688
Cc1cc(C)n2nc(C(=O)N/N=C/c3cccc(Cl)c3)nc2n1,-0.8%,·,·,·,3.9%,-0.243,-0.169,-0.00356,-0.239,-4.1%,0.5,1291,·,·,·,0.37,1115
Cc1nc(NC(=O)CSc2nnc(C)n2CC2CCCO2)sc1C (stereo unspecified),0.9%,2.0%,i,-3.6,-1.1%,-0.463,-0.174,-0.331,0.334,9.2%,-1.5,1206,2.1,1.5,6.4,0.04,1238
Cc1ccc(C(=O)Nc2onc(C)c2C#N)cc1,0.8%,-0.4%,i,-8.1,-8.0%,-0.487,-0.238,-0.543,0.719,2.6%,-0.6,1063,1.4,1.4,11.8,-0.14,1961
O=C(c1ccccc1)c1ccc(N2CCNCC2)cc1,·,-0.4%,i,-6.1,23.5%,-0.547,-0.153,-0.213,0.378,5.0%,0.4,959,2.5,0.9,4.7,0.1,1285
CCC(=O)N1CC2(CC(c3cccc([N+](=O)[O-])c3)=NO2)C[C@H]1C(=O)NCC(N)=O (stereo partly specified),0.9%,1.8%,i,6.7,6.0%,-0.579,-0.202,0.174,-0.249,5.0%,0.7,1339,3.5,2.3,2.5,-0.03,1573
N#CCCn1cc(C(CC(=O)c2ccccc2)C(=O)O)c2ccccc21 (stereo unspecified),4.0%,-1.2%,i,-7.6,-11.3%,-0.544,-0.219,0.173,-0.295,19.0%,3.7,969,3.1,2.1,24.5,0.03,1203
CC(=O)N=c1sccn1CC(=O)c1ccc([N+](=O)[O-])cc1,-1.9%,2.7%,i,26.5,1.0%,-0.999,-0.0483,-0.192,0.677,4.3%,1.2,1295,1.8,1.1,3.1,-0.4,1546
CCOC(=O)C1CCCN(CCC(=O)Nc2ccc(C)c(C)c2)C1 (stereo unspecified),0.4%,-0.2%,i,4.1,10.5%,-0.399,-0.229,-0.25,0.416,3.1%,-0.2,1039,3.8,2.3,10.9,-0.69,1321
COc1ccc(N2CCN(c3oc(COc4ccccc4Cl)nc3C#N)CC2)cc1,0.3%,0.4%,i,-4.2,-8.2%,0.0914,-0.0938,0.445,0.104,0.5%,-1.3,1066,2.7,2.3,4.9,-0.05,1680
COc1cccc(C2N(c3ccccn3)C(=O)C3CCCN32)c1OC (stereo unspecified),0.1%,-0.6%,i,6.0,-2.6%,-0.0236,-0.131,0.00831,0.678,4.8%,4.9,1407,7.0,2.2,5.2,-0.15,1527
CCCCC(=O)Nc1ccc2c(c1)oc1ccccc12,0.3%,-2.2%,i,-1.1,-8.8%,-0.549,-0.0701,-0.199,0.376,-7.9%,10.3,482,1.7,2.0,3.4,·,·
O=C(NCc1ccccc1)C1=C[C@@H](C2CCCCC2)C[C@@H](OCc2ccc(CO)cc2)O1,-0.2%,1.4%,i,-14.4,1.3%,-1.09,-0.292,-0.422,0.467,1.0%,0.0,1110,2.1,1.7,10.0,0.07,1389
CN(C(=O)COc1ccc(C(C)(C)C)cc1)C1CCS(=O)(=O)C1 (stereo unspecified),0.1%,-1.4%,i,-4.2,6.3%,0.0395,-0.242,0.0697,-0.157,5.9%,0.1,1061,3.8,3.0,7.1,0.28,1942
CSc1nc2ccc(S(=O)(=O)N3CCOCC3)cc2s1,6.6%,-1.2%,i,1.0,-3.0%,-0.854,-0.134,-0.576,0.482,2.4%,·,·,3.1,1.7,4.7,-0.67,1320

# Some of the entries so far, tab-delimited:
Structure	K1F lysis inhibition	CSM14.1 death rescue	Autophagy HCS	Autophagy HCS cell loss 18 h	P. falciparum M17LAP	Dynein transport	Dynein transport cytoplasmic EGFP	Dynein transport nuclear GR-EGFP	Dynein transport cell count	P. falciparum M1AAP	b-catenin transl	b-catenin transl cell count 5 µM	MT stabilizer	MT stabilizer Hoechst-high %	MT stabilizer cytotoxicity %	Insulin prom up	Insulin prom up cell count
CN(C(=O)COc1ccc(C(C)(C)C)cc1)C1CCS(=O)(=O)C1 (stereo unspecified)	0.1%	-1.4%	i	-4.2	6.3%	0.0395	-0.242	0.0697	-0.157	5.9%	0.1	1061	3.8	3.0	7.1	0.28	1942
CSc1nc2ccc(S(=O)(=O)N3CCOCC3)cc2s1	6.6%	-1.2%	i	1.0	-3.0%	-0.854	-0.134	-0.576	0.482	2.4%	·	·	3.1	1.7	4.7	-0.67	1320
